PglD DTNB: inhibitors of Campylobacter jejuni PglD acetyltransferase; purified PglD enzyme, DTNB colorimetric CoA detection; 360,000 compounds, 0.098% hits; AID 602405; inhibition, % at 12.5 µM; in the data active means inhibition above about 16%, passing the limit was not always enough; inconclusive means no clear call, values can overlap the other calls; further: strong numbers were not always called active
S100A4 inh HTS: S100A4-myosin IIA interaction inhibition; P26447; S100A4/TAMRA-MyoIIA peptide fluorescence polarization; inhibition, % at 10.7 µM; 360,000 compounds, 0.14% hits;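 active means mean inhibition of at least 70% across replicates, with every replicate also reaching that level; inconclusive means mean inhibition reaches 70% but some replicates fall short; inactive means mean inhibition below 70%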
Target sequence (P26447 whole entry, looked up): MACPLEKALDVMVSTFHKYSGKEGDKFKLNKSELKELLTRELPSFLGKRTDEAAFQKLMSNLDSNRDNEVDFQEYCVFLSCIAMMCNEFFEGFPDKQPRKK
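System – human S100A4 monomer protein, biochemical binding assay · Buffer or medium – Calcium-containing HEPES buffer, pH 7.2 · Timing – 5 min between mix addition and reading · Also added – TAMRA-labelled myosin IIA heavy-chain peptide probe, 5 nM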
E-selectin induc: E-selectin induction on HUVECs | P16581 | HUVEC E-selectin immunofluorescence imaging; normalized: neutral wells 0, TNF-alpha wells 100 | activation, % at 7.58 µM | 260,000 compounds, 0.37% hits;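 active means mean E-selectin-positive cell signal at least 10% of the positive control, reached in at least 60% of replicates, without over 20% cell loss; inconclusive means no rule given, readout overlaps actives, possibly toxicity-flagged; inactive means the rest, including those meeting only one limit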;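 further: in these data hits start at about 27%; measured in HUVEC primary endothelial cells; signal is the percent of cells scored E-selectin positive by PE staining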
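Read-out basis: % PE-positive cells; Test system: HUVEC primary endothelial cells; Technique: immunofluorescence imaging; Dosing: single-point compound dose.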
SIRT5 block: sirtuin-5 (human) deacylase inhibition. Q9NXA8. Purified SirT5, succinyl-peptide AMC, trypsin-coupled fluorescence. inhibition, % at 15 µM. 330,000 compounds, 1.1% hits. AID 652115; in the data active means inhibition above about 15%; inconclusive means no clear call, values can overlap the other calls
Target sequence (Q9NXA8 whole entry, looked up): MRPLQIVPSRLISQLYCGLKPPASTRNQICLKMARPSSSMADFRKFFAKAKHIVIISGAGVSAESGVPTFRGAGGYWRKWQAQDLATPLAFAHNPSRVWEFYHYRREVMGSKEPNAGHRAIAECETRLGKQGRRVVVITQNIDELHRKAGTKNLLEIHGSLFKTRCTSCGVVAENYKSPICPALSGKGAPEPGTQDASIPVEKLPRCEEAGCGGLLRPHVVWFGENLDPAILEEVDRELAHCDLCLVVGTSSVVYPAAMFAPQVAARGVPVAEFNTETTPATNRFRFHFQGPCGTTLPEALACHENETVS
DENV2 CPE: inhibitors of DENV2 cytopathic effect; DENV2-infected cells, cytopathic effect rescue, plate reader; CPE inhibition, % at 9.99 µM; 350,000 compounds, 1.7% hits; in the data active means CPE inhibition above about 20%, passing the limit was not always enough; inconclusive means no clear call, values can overlap the other calls; tested in BHK-21 cells;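 further: 0% = median of neutral control wells and 100% = median of positive control wells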
ERp5 inh: ERp5 (human) disulfide isomerase inhibition. Q15084. ERp5 insulin aggregation, absorbance 650 nm, 90 min. inhibition, % at 9.99 µM. 350,000 compounds, 0.05% hits;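 active means mean replicate inhibition above about 25%, with every replicate also reaching it, limit read from the data, passing the limit was not always enough; inconclusive means only one of those two criteria met; inactive means neither criterion met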
Target sequence (Q15084 whole entry, looked up): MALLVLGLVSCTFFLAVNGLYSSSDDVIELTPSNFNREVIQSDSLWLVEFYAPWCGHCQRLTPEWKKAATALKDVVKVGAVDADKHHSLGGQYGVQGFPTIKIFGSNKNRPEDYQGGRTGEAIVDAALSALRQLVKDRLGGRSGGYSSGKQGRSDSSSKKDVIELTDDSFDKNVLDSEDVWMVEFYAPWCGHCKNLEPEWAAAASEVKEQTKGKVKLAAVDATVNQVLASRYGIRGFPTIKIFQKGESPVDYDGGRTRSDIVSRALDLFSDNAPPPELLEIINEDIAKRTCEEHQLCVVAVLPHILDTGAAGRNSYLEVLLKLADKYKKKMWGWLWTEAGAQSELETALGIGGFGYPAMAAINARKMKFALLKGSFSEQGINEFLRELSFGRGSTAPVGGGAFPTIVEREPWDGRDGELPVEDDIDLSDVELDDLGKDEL
C2C12 statin: suppression of simvastatin myotoxicity; C2C12 myotubes + simvastatin, ATP luminescence, 48 h; scaled: DMSO 0, geranylgeraniol control 100; rescue of ATP level, % at 7.49 µM; 330,000 compounds, 0.78% hits; AID 602340;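 active means mean ATP rescue above about 67%, or every replicate alone reaching that limit, limit read from the data, passing the limit was not always enough; inconclusive means no clear call, values can overlap the other calls; inactive means mean under the limit and some replicate under it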;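 further: myotubes were challenged with 10 µM simvastatin during compound exposure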
* = called active by the depositor. Not all compounds are listed, so the mix of outcomes need not match the whole.

For CCOC(=O)/C(O)=C(\C#N)c1nc2ccccc2[nH]1 the results were S100A4 inh HTS -4, E-selectin induc 5.5, SIRT5 block -3, DENV2 CPE 2 and ERp5 inh 4.
Cn1c(=O)n(C)c2cc(NC(=O)c3ccccc3[N+](=O)[O-])c(Br)cc21 was read as PglD DTNB 0, S100A4 inh HTS 2, SIRT5 block -1, DENV2 CPE -5, ERp5 inh 1 and C2C12 statin 8.
Cc1ccc(S(=O)(=O)NCC[C@H]2CC[C@H](NC(=O)NC(C)C)[C@@H](CO)O2)cc1 was read as PglD DTNB 6, S100A4 inh HTS -5, E-selectin induc -0.1, SIRT5 block 4, DENV2 CPE 3, ERp5 inh -6 and C2C12 statin -5.
CN(CC(=O)Nc1ccc(C(N)=O)cc1)S(=O)(=O)c1ccc2c(c1)OCCO2 was read as PglD DTNB 10, S100A4 inh HTS -12, E-selectin induc 2.4, SIRT5 block 6, DENV2 CPE 5, ERp5 inh 3 and C2C12 statin -11.
Screening CCc1cc(=O)oc2c3c(cc(OCC(=O)NCc4cccnc4)c12)OC(C)(C)CC3 returned PglD DTNB -2, S100A4 inh HTS 46, SIRT5 block -39, DENV2 CPE inconclusive, ERp5 inh 0 and C2C12 statin -29.
Screening CCN1CCN(C(=S)Nc2ccc(C(C)=O)cc2)CC1 returned PglD DTNB 5, S100A4 inh HTS -13, E-selectin induc 4.2, DENV2 CPE 3, ERp5 inh -4 and C2C12 statin 5.
CCOC(=O)c1cnc2nc(N3CCOCC3)nn2c1N was read as S100A4 inh HTS -2, SIRT5 block -5, DENV2 CPE 12 and ERp5 inh 10.
`COc1ccc(CCNC(=O)Nc2cccc([N+](=O)[O-])c2)cc1` gave PglD DTNB 4, S100A4 inh HTS -1, E-selectin induc 0.6, SIRT5 block -5, DENV2 CPE -2, ERp5 inh 10 and C2C12 statin -31.
`CC(=O)Nc1ccc(NC(=O)C2Cc3c(-c4cccc(NC(C)=O)c4)ccnc3O2)cc1` (centres undefined) gave PglD DTNB -3, S100A4 inh HTS -5, E-selectin induc -0.2, SIRT5 block 0, DENV2 CPE inconclusive, ERp5 inh -22 and C2C12 statin 8.
For CNC[C@H]1Oc2ccc(NS(=O)(=O)c3c(C)noc3C)cc2C(=O)N([C@@H](C)CO)C[C@H]1C the results were PglD DTNB -1, S100A4 inh HTS -3, E-selectin induc 0.0, SIRT5 block 1, DENV2 CPE 2, ERp5 inh -8 and C2C12 statin 9.
COc1ccc(OC)c(-c2cnc(OC(C)(C)C)nc2OC(C)(C)C)c1 was read as PglD DTNB -3, S100A4 inh HTS 3, DENV2 CPE 2, ERp5 inh -43 and C2C12 statin -2.
`Cc1ccc(C2CC(c3cccs3)=NN2C(=O)CCl)cc1` (centres undefined) gave PglD DTNB -5, S100A4 inh HTS -12, SIRT5 block 1, DENV2 CPE -1, ERp5 inh 0 and C2C12 statin -26.

Three entries drawn at random from the list so far, as already listed:
For CCOC(=O)/C(O)=C(\C#N)c1nc2ccccc2[nH]1 the results were S100A4 inh HTS -4, E-selectin induc 5.5, SIRT5 block -3, DENV2 CPE 2 and ERp5 inh 4.
Screening CCN1CCN(C(=S)Nc2ccc(C(C)=O)cc2)CC1 returned PglD DTNB 5, S100A4 inh HTS -13, E-selectin induc 4.2, DENV2 CPE 3, ERp5 inh -4 and C2C12 statin 5.
COc1ccc(OC)c(-c2cnc(OC(C)(C)C)nc2OC(C)(C)C)c1 was read as PglD DTNB -3, S100A4 inh HTS 3, DENV2 CPE 2, ERp5 inh -43 and C2C12 statin -2.

The list continues.
C[C@@H]1CN([C@@H](C)CO)C(=O)c2cc(C#C[C@@H](C)O)cnc2O[C@@H]1CN(C)C(=O)c1ccccc1F was read as PglD DTNB 0, S100A4 inh HTS -3, SIRT5 block 0, DENV2 CPE 0, ERp5 inh 7 and C2C12 statin -2.
For CCNC(=O)C[C@@H]1CC[C@H]2[C@@H](COc3ccc(NC(=O)c4cscn4)cc3C(=O)N2C)O1 the results were PglD DTNB -3, S100A4 inh HTS -3, E-selectin induc 0.0, SIRT5 block 3, DENV2 CPE 20, ERp5 inh -21 and C2C12 statin -6.
Screening CN(CCC1CCOCC1)C(=O)CC1C(=O)NCCN1Cc1ccoc1 (centres undefined) returned S100A4 inh HTS 9, SIRT5 block -5, DENV2 CPE -4 and ERp5 inh 1.
`Oc1c(/C=C/C=C/C=Nc2ccccc2)sc(=S)n1Cc1ccccc1` gave PglD DTNB 2, S100A4 inh HTS -11, SIRT5 block -4, DENV2 CPE 0 and ERp5 inh -2.
C[C@@H]1CCCCO[C@H](CN(C)C(=O)Cc2ccccc2)[C@H](C)CN([C@@H](C)CO)C(=O)c2cc(NS(=O)(=O)c3ccc(Cl)cc3)ccc2O1 was read as PglD DTNB 6, S100A4 inh HTS -4, E-selectin induc -0.2, SIRT5 block 3, DENV2 CPE 6 and ERp5 inh 2.
Screening CCC(C)[C@H](NC(=O)C1(c2ccccc2)CCN(C(=O)OC(C)(C)C)CC1)C(=O)N[C@@H](C(=O)O)c1ccccc1 (some centres undefined) returned PglD DTNB 1, S100A4 inh HTS -7, SIRT5 block 2, DENV2 CPE -11, ERp5 inh -2 and C2C12 statin 7.
For COc1ccc(NC(=O)CSc2n[nH]c(-c3ccncc3)n2)cc1Cl the results were PglD DTNB 1, S100A4 inh HTS -27, E-selectin induc 0.0, DENV2 CPE -1, ERp5 inh -4 and C2C12 statin -1.
`CN1C(=O)c2cc(NC(=O)c3cscn3)ccc2OC[C@H]2O[C@H](CC(=O)N3CCCCC3)CC[C@@H]21` gave PglD DTNB -1, S100A4 inh HTS -1, E-selectin induc -0.1, SIRT5 block 0, DENV2 CPE -1, ERp5 inh 14 and C2C12 statin -1.
C[C@H]1CN([C@@H](C)CO)C(=O)c2cccc(NS(=O)(=O)c3cccs3)c2O[C@H]1CN(C)S(=O)(=O)c1ccc(Cl)cc1 was read as PglD DTNB 1, S100A4 inh HTS -23, E-selectin induc -0.1, SIRT5 block -3, DENV2 CPE -3, ERp5 inh 2 and C2C12 statin -8.
Screening CC(=O)Nc1ccc(SCC(=O)NCCc2ccc(F)cc2)cc1 returned PglD DTNB 2, S100A4 inh HTS -4, SIRT5 block -12, DENV2 CPE 1 and ERp5 inh 1.
Clc1cccc(-c2nnc(SCc3nc4ccccc4[nH]3)n2Cc2ccco2)c1 was read as PglD DTNB 2, E-selectin induc 1.1 and C2C12 statin 4.
Screening COc1ccc(OC)c(C(C[N+](=O)[O-])c2c(C)cc3ccccn23)c1 (centres undefined) returned PglD DTNB -1, S100A4 inh HTS -2, E-selectin induc -0.1, SIRT5 block -3, DENV2 CPE 3, ERp5 inh 0 and C2C12 statin -19.
Screening CN1CCN(CC(=O)NC23CC4CC(CC(C4)C2)C3)CC1 returned S100A4 inh HTS -4, SIRT5 block -5, DENV2 CPE 6, ERp5 inh -10 and C2C12 statin -5.
CCN(CC(=O)Nc1c(F)cccc1F)C(=O)c1ccc2c(=O)n3c(nc2c1)CCC3 was read as PglD DTNB -1, S100A4 inh HTS 1, SIRT5 block -1, DENV2 CPE -5, ERp5 inh -10 and C2C12 statin 5.
`O=C(CN1CCOCC1)N1CCCCN2[C@H](CO)[C@H](c3ccc(Br)cc3)[C@@H]2C1` gave PglD DTNB 2, E-selectin induc -0.2, SIRT5 block 9, ERp5 inh -2 and C2C12 statin 4.
COCC#Cc1ccc([C@H]2[C@@H](CO)N3C(=O)CN(C(=O)CN4CCOCC4)C[C@H]23)cc1 was read as S100A4 inh HTS 2, E-selectin induc 0.0, SIRT5 block -3, DENV2 CPE inconclusive and ERp5 inh 14.
O=S(=O)(c1ccccc1)N1CCN(c2ncnc3scc(-c4ccccc4)c23)CC1 was read as PglD DTNB 5, S100A4 inh HTS -14, E-selectin induc 1.0, SIRT5 block -4, DENV2 CPE 0, ERp5 inh -1 and C2C12 statin -30.
For O=C(C[C@H]1CC[C@@H]2[C@H](COC[C@H](O)CN2CCC(F)(F)F)O1)NCC1CC1 the results were PglD DTNB 1, S100A4 inh HTS -4, E-selectin induc -0.1, SIRT5 block -2, DENV2 CPE -19, ERp5 inh 2 and C2C12 statin -6.
Screening O=C(CN1CCCC1c1cccs1)N1CCN(S(=O)(=O)c2cccc(F)c2)CC1 (centres undefined) returned PglD DTNB -5, S100A4 inh HTS -8, SIRT5 block 1, DENV2 CPE inconclusive, ERp5 inh -1 and C2C12 statin 12.
`CCc1cnc(N2[C@H](C#N)[C@H](c3ccc(C#Cc4ccccc4F)cc3)[C@H]2CO)s1` gave PglD DTNB 5, S100A4 inh HTS 6, E-selectin induc -0.4, SIRT5 block 4, DENV2 CPE 3, ERp5 inh -2 and C2C12 statin 1.
`O=C(NCCCn1ccnc1)c1ccc(-c2ccccc2)cc1` gave PglD DTNB -4, S100A4 inh HTS -1, E-selectin induc 0.0, SIRT5 block 2, DENV2 CPE 2, ERp5 inh 3 and C2C12 statin -2.
CCNC(=O)NC(=O)C(C)OC(=O)CNS(=O)(=O)c1c(Cl)cc(Br)cc1Cl (centres undefined) was read as S100A4 inh HTS -15, E-selectin induc 0.6, SIRT5 block 1, DENV2 CPE 3 and ERp5 inh 2.
Screening CCN(CC)CCn1c(=N)n(CC(O)c2ccc(OC)c(OC)c2)c2ccccc21 (centres undefined) returned S100A4 inh HTS 2, E-selectin induc inconclusive, SIRT5 block -3, DENV2 CPE 2 and ERp5 inh 3.
For Cc1ccc2oc(-c3cccc(NC(=O)/C=C/c4cccc([N+](=O)[O-])c4)c3C)nc2c1 the results were S100A4 inh HTS -3, E-selectin induc 1.5, SIRT5 block 0, DENV2 CPE 0 and ERp5 inh 1.
Screening COc1ccc2c3c([nH]c2c1)[C@H](CO)N(C(=O)C1CCCC1)CC31CN(C(=O)c2ccncc2)C1 returned S100A4 inh HTS -4, E-selectin induc -0.3, SIRT5 block 1, DENV2 CPE -3 and ERp5 inh -2.
`CC(C)NC(=O)Nc1cccc2c1O[C@@H](CN(C)CC1CC1)[C@H](C)CN([C@H](C)CO)C2=O` gave PglD DTNB 2, S100A4 inh HTS -51, E-selectin induc -3.6, SIRT5 block 2, DENV2 CPE -5, ERp5 inh -4 and C2C12 statin 5.
`O=C(C[C@@H]1C=C[C@@H](NC(=O)c2cccc(F)c2)[C@H](CO)O1)NCc1ccccc1` gave PglD DTNB 3, S100A4 inh HTS 48, E-selectin induc -0.1, SIRT5 block 12, DENV2 CPE 1, ERp5 inh 2 and C2C12 statin -7.
CCCCCC(=O)N1C[C@H](n2cc(C3CC3)nn2)[C@@H](O)C[C@@H]1c1ccc(OC)cc1 was read as PglD DTNB -1, S100A4 inh HTS -4, E-selectin induc -6.4, SIRT5 block 1, DENV2 CPE 3, ERp5 inh -6 and C2C12 statin 4.
`COc1ccc(C)cc1N(CC(=O)Nc1cccnc1)S(=O)(=O)c1ccc(C)cc1` gave PglD DTNB 4, S100A4 inh HTS 1, E-selectin induc 1.3, SIRT5 block -1, ERp5 inh 10 and C2C12 statin 10.
Screening CC1CN(C(=S)Nc2cccc(Cl)c2Cl)CC(C)O1 (centres undefined) returned PglD DTNB -6, S100A4 inh HTS -2, E-selectin induc 0.0, SIRT5 block 1, DENV2 CPE -8, ERp5 inh 9 and C2C12 statin 2.
`O=C(c1cc(S(=O)(=O)N2CCCCC2)ccc1Cl)N1CCOCC1` gave PglD DTNB -1, S100A4 inh HTS 1, SIRT5 block -1, DENV2 CPE 5, ERp5 inh 1 and C2C12 statin 3.
`COCCNC(=O)c1ccccc1NC(=O)c1ccccc1N(C)S(C)(=O)=O` gave PglD DTNB 9, E-selectin induc -0.2 and C2C12 statin 7.
`CCC(=O)NCCCc1nc(-c2ccccc2)no1` gave PglD DTNB 3, S100A4 inh HTS -4, E-selectin induc -0.1, DENV2 CPE 14, ERp5 inh 3 and C2C12 statin 6.
